Screens (PubChem)
UPR XBP1 act: activators of adaptive XBP1 UPR arm, primary screen, cell-based, CHO-XBP1 luciferase reporter, luminescence, uHTS; activation, % at 20 µM; IRE1-XBP1 UPR activation; percent of tunicamycin response, DMSO as zero; 0.33% of 330,000 active; AID 463104, 2010;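 active = versus positive control, 20 µM dose yields 30% or more activation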;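 also: 100% = tunicamycin at 10 µg/mL and 0% = DMSO only wells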
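Assay system: CHO-XBP1 luciferase reporter cells; Schedule: 6 h treatment, 37 °C; Detection: glow luminescence from Steady-Glo reagent; Benchmarks: high control tunicamycin 10 µg/mL final, low control DMSO vehicle only.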
Mdm2-MdmX inh: inhibitors of human Mdm2-MdmX association, primary screen, cell-based, luminescence, split luciferase, SaOS-2, uHTS; Protein Mdm4 (Homo sapiens) + E3 ubiquitin-protein ligase Mdm2 (Homo sapiens), …; SaOS-2 split-luciferase Mdm2/MdmX complementation; inhibition, % at 8 µM; 3% of 330,000 active; AID 485346, 2010;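 active = inhibition of at least 50% at 8 µM in the primary screen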
EBI2 antag: EBI2 receptor antagonists, beta-arrestin recruitment, primary screen, cell-based, luminescence, 7a,25-OHC stimulation, uHTS; 7a,25-OHC stimulated; 0.81% of 360,000 active; inhibition, % at 5 µM; in the data active = inhibition above about 38%;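 also: enzyme fragment complementation signal reports receptor beta-arrestin coupling in cells; 0% = agonist plus DMSO wells and 100% = wells without agonist; some results beyond the cut were filed as inactive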
Target sequence (P32249 whole entry, looked up, the tested form may be a part): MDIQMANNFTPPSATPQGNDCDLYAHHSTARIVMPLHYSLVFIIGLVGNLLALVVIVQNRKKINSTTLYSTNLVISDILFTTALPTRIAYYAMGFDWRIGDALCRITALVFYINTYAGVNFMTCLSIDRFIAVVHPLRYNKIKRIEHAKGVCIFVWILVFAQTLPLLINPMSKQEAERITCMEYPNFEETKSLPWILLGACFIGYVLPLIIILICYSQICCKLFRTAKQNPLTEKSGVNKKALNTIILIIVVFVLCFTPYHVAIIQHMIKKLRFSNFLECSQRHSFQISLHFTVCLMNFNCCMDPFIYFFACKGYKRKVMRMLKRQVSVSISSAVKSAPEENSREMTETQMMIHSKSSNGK
697 NFkB inh: inhibitors of PMA/ionomycin-induced NF-kB reporter, 697 cells, primary screen, B-cell NF-kB inhibitor project, cell-based, luminescence, uHTS; 0.33% of 330,000 active; inhibition, % at 4 µM; 697 B-cell NF-kB luciferase reporter, 16 h; in the data active = inhibition above about 35%
UPR CHOP act: activators of apoptotic CHOP UPR arm, primary screen, cell-based, CHO-CHOP luciferase reporter, luminescence, uHTS. UPR activation; percent of tunicamycin response over DMSO baseline. activation, % at 10 µM. 0.34% of 330,000 active. AID 449763, 2010;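 active = at 10 µM dose, activation of 40% or more, normalized to positive control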;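 also: 100% = tunicamycin at 10 µg/mL and 0% = DMSO alone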
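Material: CHO-CHOP cells, stable luciferase reporter of PERK-eIF2a-CHOP signalling; quantity: 500 reporter cells seeded per well; buffer or medium: F12 medium containing 10% fetal bovine serum; compound: one dose, 10 µM in 0.5% DMSO; incubation: 6 h compound treatment, 37 °C; measured by: Steady-Glo luciferase luminescence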
Gli-Sufu block: Gli-Sufu pathway antagonists, primary screen, luciferase luminescence, Sufu-KO-LIGHT cells, uHTS | Sufu-KO-LIGHT fibroblasts, Gli luciferase reporter luminescence | inhibition, % at 5 µM | 0.74% of 340,000 active | AID 588413, 2011;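 active = inhibition above about 55%, limit read from the data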;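 also: 0% = DMSO-treated cells and 100% = wells with medium but no cells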
Jurkat NFkB inh: inhibitors of induced NF-kB luciferase reporter, primary screen, TCR NF-kB activation inhibitor project, cell-based, luminescence, uHTS; Jurkat, PMA/ionomycin-induced NF-kB luciferase reporter; inhibition, % at 4 µM; 0.53% of 330,000 active; AID 435003, 2010; in the data active = inhibition above about 50%
CCR6 antag: CCR6 receptor antagonists, primary screen, cell-based, CHO-K1, luminescence, beta-arrestin, uHTS | AID 493098, 2011 | CHO-K1 CCR6 PathHunter beta-arrestin, CCL20-stimulated | inhibition, % at 20 µM | 0.49% of 340,000 active;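 active = compounds whose inhibition of the agonist-driven luminescence signal at 20 µM reaches about 50%, limit read from the data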;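 also: cells stimulated with CCL20 at 14 nM final; plate controls were DMSO with CCL20 for no effect and DMSO without agonist for full effect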
Target sequence (P51684 whole entry, looked up): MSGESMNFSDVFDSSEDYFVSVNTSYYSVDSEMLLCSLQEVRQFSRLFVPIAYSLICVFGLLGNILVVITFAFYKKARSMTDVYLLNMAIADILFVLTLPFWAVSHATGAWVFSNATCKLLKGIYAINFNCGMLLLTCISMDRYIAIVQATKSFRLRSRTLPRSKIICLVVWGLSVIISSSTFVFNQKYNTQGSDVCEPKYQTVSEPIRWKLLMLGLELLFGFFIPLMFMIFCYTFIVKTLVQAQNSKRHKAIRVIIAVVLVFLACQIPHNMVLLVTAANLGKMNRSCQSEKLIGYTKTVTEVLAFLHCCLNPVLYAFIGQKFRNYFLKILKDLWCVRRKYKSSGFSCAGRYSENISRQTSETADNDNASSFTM
CXCR6 inh: CXCR6 receptor inhibitors, primary screen, cell-based, beta-arrestin, luminescence, CHO-K1 PathHunter, 1536-well; 0.36% of 360,000 active; inhibition, % at 20 µM; C-X-C chemokine receptor type 6 (Homo sapiens), O00574; in the data active = inhibition above about 34%, passing the limit was not always enough;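 also: antagonist mode with CXCL16 agonist at 10 nM final; 0% = 10 nM CXCL16 with DMSO and 100% = unstimulated wells without agonist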
The depositor's hits bear a star; nt = not tested or not shown.

Molecule | UPR XBP1 act | Mdm2-MdmX inh | EBI2 antag | 697 NFkB inh | UPR CHOP act | Gli-Sufu block | Jurkat NFkB inh | CCR6 antag | CXCR6 inh
CCNC(=O)C1CC(=O)N(CC)C(=Nc2cc(Cl)c(O)c(Cl)c2)S1 (configuration not stated) | 2 | 16 | -14 | 3 | -0.3 | 0 | -4 | 13 | -3
Cc1ccc(C(=O)CNc2ccc(C)c(Cl)c2)cc1 | 0 | -35 | 35 | -6 | 4.9 | -2 | -18 | 60* | 22
Cc1cc(C(=O)N/N=C2\CC(=O)CC(C)(C)C2)n[nH]1 | 0 | -9 | 8 | 7 | 0.8 | 4 | -8 | 5 | 2
O=C(COc1ccc(Cl)cc1Cl)NC(=O)c1ccccc1 | -4 | 7 | -7 | 7 | 0.6 | -39 | 4 | 4 | -4
COc1ccc(C(=O)NNC(=O)CCc2nc3ccccc3c(=O)[nH]2)cc1 | -4 | 5 | 6 | 19 | -1.5 | -19 | -8 | 5 | 0
CCOC(=O)c1c(NC(=O)CSc2nnc(-c3c[nH]c4ccccc34)n2CCOC)sc2c1CCCC2 | 0 | 43 | 1 | -2 | 4.1 | 10 | 12 | 12 | 4
Cc1csc(C(=O)NN)c1N(C)C | -1 | 4 | -6 | -6 | 0.3 | -1 | -7 | 7 | 3
CCOc1ccc(NC(=O)CN(C)C(=O)c2ccccc2CCc2ccccc2)cc1OCC | 0 | -12 | -4 | -21 | -0.6 | 2 | 5 | 16 | 8
CC(=O)OC1c2ccccc2C(=O)N1Cc1ccccc1Cl (configuration not stated) | -1 | -14 | 1 | 3 | -0.2 | -2 | -3 | 17 | 6
COc1cccc(CC(=O)N2CCN(c3ccccc3[N+](=O)[O-])CC2)c1 | -2 | 0 | -2 | 0 | 1.6 | 9 | -1 | -6 | -4
Cc1cccc(NC(=O)c2cccnc2Cl)n1 | -2 | 3 | -14 | -4 | 1.0 | 1 | -20 | 6 | -8
Cc1cccc(C(=O)NCC(C)NC(=O)c2cccc(C)c2)c1 (configuration not stated) | -4 | 8 | -5 | 6 | 1.6 | 1 | 5 | 9 | 0
O=S(=O)(c1cccc(Cl)c1)N1CCN(S(=O)(=O)c2ccc3c(c2)OCCO3)CC1 | 0 | 13 | 31 | 0 | -0.2 | 5 | 22 | 2 | 10
O=C(NC1CCCCC1)C(c1ccccc1)N(C(=O)c1csnn1)C1CC1 (configuration not stated) | 0 | 12 | 0 | 14 | 1.7 | 15 | -5 | 5 | 7
CC(=O)c1ccc(NC(=O)N2CCN(c3ccc(C)cc3)C(C)C2)cc1 (configuration not stated) | -2 | -13 | -3 | 6 | 0.5 | 12 | -28 | 10 | -7
Cc1ccc(-c2nnn(CC(=O)N3C(C)CCCC3C)n2)cc1 (configuration not stated) | -7 | -5 | -1 | -23 | 3.7 | -9 | -3 | 9 | 13
Cc1ccc(-n2[nH]c(C)c(C=Nc3ccc(Br)cn3)c2=O)cc1 | 4 | 23 | 0 | 7 | 0.9 | 3 | 12 | 3 | -3
Cn1c(=O)c2c(SCc3ccccn3)nc(C3CC3)nc2n(C)c1=O | 7 | -1 | 3 | -13 | -2.1 | -7 | -26 | 7 | 6
Cc1ccc(/C=N\NC(=O)/C(=C\Nc2nccc(C)n2)NC(=O)c2ccccc2)cc1 | -5 | 2 | 1 | 27 | 4.8 | 10 | 10 | 17 | 8
CCCCSCc1nc2ccccn2c1Br | 1 | 1 | 3 | -13 | 2.0 | -5 | -2 | 3 | 2
OC(CNCc1ccccc1Cl)C(F)(F)F (configuration not stated) | -1 | 23 | -6 | 7 | -0.1 | 2 | -2 | 12 | 6
Cc1ccc(S(=O)(=O)CCC(=O)OCC(=O)NCCc2ccc(S(N)(=O)=O)cc2)cc1 | 0 | -14 | 3 | 5 | -0.1 | -1 | -14 | 2 | 2
CC(=O)NCCc1nc2cc(NC(=O)c3cccc([N+](=O)[O-])c3)ccc2n1C | -2 | 12 | -8 | -22 | 2.7 | 9 | -66 | 1 | -8
Cc1ccc(C(=O)Nc2ccc(N3CCCCC3)cc2)cc1 | -1 | -81 | -4 | -161 | 3.3 | -123 | -176 | 12 | 4
CCOC(=O)C1CCCn2c1nc1sc3c(c1c2=O)CCCC3 (configuration not stated) | 2 | 14 | -12 | -4 | -1.1 | -1 | 6 | 3 | -3
NC(=O)CN1C(=O)C(=O)N(Cc2ccccc2Cl)C1=O | -2 | 3 | 3 | 11 | 1.5 | 3 | 7 | 5 | -16
Cc1ccccc1NC1=NC(C)(C)N=C(N)N1 | -1 | 15 | -1 | 12 | 3.1 | -5 | -5 | 4 | 0
CC(=O)N1CCN(c2cc(N3CCCC3)c(F)cc2[N+](=O)[O-])CC1 | 0 | -1 | 12 | 2 | 1.5 | 10 | -9 | 24 | 5
Cc1ccc(CSc2nnc(-c3ccccn3)n2C)cc1 | 2 | -9 | -11 | -21 | -0.2 | -31 | -34 | 3 | 4
O=C(N/N=C/c1cccc([N+](=O)[O-])c1)c1ccc(Br)cc1 | 4 | 20 | 11 | -5 | 1.0 | -6 | -1 | 16 | 11
CCN(CC)c1ccc(NC(=O)c2ccco2)c(C)c1 | 2 | 7 | -15 | -10 | 2.3 | -16 | -18 | -8 | -5
CN1CCn2c1nc(N1CCOCC1)nc2=O | -3 | 5 | -2 | -25 | -0.4 | 4 | -4 | -13 | 0
CN(C)c1nc2c(cnn2C)c(=O)[nH]1 | nt | nt | 0 | nt | nt | 2 | nt | 2 | 10
COc1ccc(S(=O)(=O)Nc2ccc(NC(C)=O)cc2)cc1OC | -2 | -15 | 2 | -7 | -0.1 | 2 | -7 | 12 | 31
Cc1ccc(C2=NS(=O)(=O)N(C)C(C(=O)NCc3ccco3)=C2)cc1 | -3 | 4 | -6 | 3 | 1.4 | 0 | 5 | 8 | -4
Cc1ccc(Cn2c(N)nc3ccccc32)cc1 | -3 | 14 | -7 | -11 | 2.1 | 26 | -1 | 9 | 0
COCC(C)NC(=O)/C(=C/c1ccccc1)c1ccccc1 (configuration not stated) | 0 | -27 | -15 | 10 | 2.1 | 1 | 1 | 10 | 0
CC(NC(=O)c1ccc(Br)o1)C1CC2CCC1C2 (configuration not stated) | -2 | 1 | -1 | 16 | 0.9 | -21 | 7 | 11 | -13
O=C(COC(=O)c1cncc(Br)c1)NCc1ccc2c(c1)OCO2 | -1 | -8 | 13 | -6 | -0.2 | -14 | -3 | 3 | -1
O=C(/C=C/c1cccc([N+](=O)[O-])c1)Nc1cccc(NC(=O)c2ccco2)c1 | -1 | 11 | -9 | -2 | 2.3 | -31 | 25 | 16 | -16
CC(C)C[C@@H](C(=O)O)N(Cc1cccc(CN([C@@H](CC(C)C)C(=O)O)S(C)(=O)=O)c1)S(C)(=O)=O | -3 | -20 | -2 | -26 | -3.5 | 4 | -28 | 6 | 1
O=S(=O)(Nc1cccc(Oc2cnccn2)c1)c1ccc(F)cc1 | -3 | -28 | -17 | -5 | -0.8 | 13 | -12 | 0 | 5
Cn1ccsc1=NC(=O)c1ccc(S(C)(=O)=O)cc1 | 6 | 19 | 5 | -13 | 4.6 | -8 | -29 | 9 | 1
COC1=CC(=O)C(O)=C(CCCCCCC/C=C/CCCCCCCC2=C(O)C(=O)C=C(OC)C2=O)C1=O | -2 | 7 | -5 | -1 | 1.9 | 7 | 10 | 38 | 7
O=C(CSc1nc2[nH]ncc2c(=O)[nH]1)Nc1ccc(OC(F)(F)F)cc1 | 1 | -5 | -9 | -6 | -1.0 | -13 | 5 | 8 | -2
CCC[N+](CC#Cc1ccccc1)(CCC)CC(=O)OCC | -1 | -2 | -4 | -18 | 1.9 | 42 | -3 | 8 | -8
O=C1NCC(Nc2ccc(Br)cc2)C(=O)N1 (configuration not stated) | nt | nt | 23 | nt | nt | 1 | nt | 12 | 10
C/C(=N/NC(=O)c1ccc(Br)o1)c1ccncc1 | 1 | -6 | -16 | -9 | 0.9 | 1 | 5 | 1 | -8

Full records, looked up by structure:
O=C(COC(=O)c1cncc(Br)c1)NCc1ccc2c(c1)OCO2 reads UPR XBP1 act: -1; Mdm2-MdmX inh: -8; EBI2 antag: 13; 697 NFkB inh: -6; UPR CHOP act: -0.2; Gli-Sufu block: -14; Jurkat NFkB inh: -3; CCR6 antag: 3; CXCR6 inh: -1
C/C(=N/NC(=O)c1ccc(Br)o1)c1ccncc1 reads UPR XBP1 act: 1; Mdm2-MdmX inh: -6; EBI2 antag: -16; 697 NFkB inh: -9; UPR CHOP act: 0.9; Gli-Sufu block: 1; Jurkat NFkB inh: 5; CCR6 antag: 1; CXCR6 inh: -8

Later entries:
Molecule | UPR XBP1 act | Mdm2-MdmX inh | EBI2 antag | 697 NFkB inh | UPR CHOP act | Gli-Sufu block | Jurkat NFkB inh | CCR6 antag | CXCR6 inh
N#CCCNS(=O)(=O)c1ccc(C(=O)OCC2CCCCC2)cc1 | -3 | 17 | 5 | 13 | 0.3 | -6 | 19 | 21 | -1
Cc1cc(Cl)ccc1NC(=O)CCC(=O)N/N=C/c1cc([N+](=O)[O-])ccc1O | -2 | 62* | 15 | -10 | -0.5 | 5 | -2 | 39 | 26
Cc1cc(C)n2nc(SCC(=O)N(C)c3ccccc3)nc2n1 | -4 | -10 | 0 | -1 | -0.5 | -7 | 13 | 2 | -10
O=C(CCN1CCN(CCO)CC1)Nc1ccc(OCc2ccccc2)cc1 | 1 | 14 | -2 | -24 | -1.8 | 2 | -4 | -7 | 1
CCOc1ccc(NC(=O)Cn2nnc(-c3ccccc3NC(=O)C3CC3)n2)cc1 | -3 | -8 | 3 | 4 | -1.0 | 0 | -4 | 11 | -9
CNC(=O)c1c(NC(=O)c2ccc(N3C(=O)CCC3=O)cc2)sc2c1CCCC2 | 3 | -13 | -6 | -3 | 1.3 | 11 | 1 | 19 | -6
COc1cccc(NC(=O)C2C3CC4OC(=O)C2C4C3)c1 (configuration not stated) | -1 | -6 | 1 | 7 | 0.3 | 2 | -10 | -3 | 2
COc1ccc(-c2nc3c4ccccc4[nH]c(=O)n3n2)cc1 | 3 | -23 | -6 | -51 | 5.0 | -53 | -58 | -14 | 2
CC(C)(C)c1ccc(OCC(=O)NC2CCS(=O)(=O)C2)cc1 (configuration not stated) | 2 | 8 | -3 | 2 | 0.0 | 5 | 1 | 2 | -14
